MRP1 act = activates MRP-1. 140,000 tested, 0.61% active. H69AR cells + doxorubicin, viability rescue, CellTiter-Glo. viability increase, % at 10 µM;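 active = viability gain under doxorubicin at or above a set limit, the compound median plus 3 SD, cut at about 4.7% in these data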;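 note: MRP-1 overexpressing cells given doxorubicin 25 µM after compound pretreatment; 18-22 h compound pretreatment then 72 h with doxorubicin before readout; 0% = doxorubicin-only wells and 100% = vehicle-treated cells without doxorubicin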
PTEN del growth = suppresses growth of cells with PTEN deletion. viability, % at 10 µM. AID 827. 140,000 tested, 1.2% active. HCT116 PTEN-null viability, CellTiter-Glo, 60 h; active compounds read low;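 active = viability at or below a set limit, 4 SD under the median of all tested compounds, cut at about 3.7% in these data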;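 note: PTEN knockout HCT116 line with beta catenin targeted HCT116 as companion control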
Measles CPE = protection of cells from measles virus; protection (pct of control), % at 4 µM; 140,000 tested, 1.5% active; Measles virus-infected cells, CPE protection, absorbance; in the data active = protection mostly above about 24%, no sharp cut-off; inactive = mostly below about 26%; note: some compounds called inactive have numbers as strong as hits
NPY-Y2 antag = NPY-Y2 (human) receptor antagonism; inhibition, % at 2.7 µM; 140,000 tested, 0.99% active; AID 793; NPY-Y2 expressing cells, antagonist mode; in the data active = inhibition above about 17%;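 note: 0% = vehicle with agonist challenge and 100% = reference antagonist with challenge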
Target sequence (P49146 whole entry, looked up): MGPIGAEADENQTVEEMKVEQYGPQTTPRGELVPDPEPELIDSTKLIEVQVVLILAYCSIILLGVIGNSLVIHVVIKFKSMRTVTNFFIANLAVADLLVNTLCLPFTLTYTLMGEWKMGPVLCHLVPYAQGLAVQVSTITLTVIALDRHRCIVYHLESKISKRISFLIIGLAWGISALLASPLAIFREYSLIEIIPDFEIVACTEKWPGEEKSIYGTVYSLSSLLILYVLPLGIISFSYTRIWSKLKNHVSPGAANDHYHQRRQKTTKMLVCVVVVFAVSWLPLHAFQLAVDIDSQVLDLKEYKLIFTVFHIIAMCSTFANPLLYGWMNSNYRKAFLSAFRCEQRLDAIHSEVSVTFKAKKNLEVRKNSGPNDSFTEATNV
bCat KO growth = beta-catenin-lacking colon tumor cell growth suppression; HCT116 beta-catenin knockout viability, CellTiter-Glo, 60 h; active compounds read low; viability, % at 10 µM; 140,000 tested, 1.5% active; AID 818;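 active = viability at or under a set limit, the compound median less 4 SD, cut at about 6% in these data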;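 note: 0% = Hyamine 1622 control at 20 µM and 100% = untreated cell control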
Yeast growth inh = reduces growth of yeast BB579 in restrictive medium. inhibition, % at 10 µM. AID 804. 140,000 tested, 0.51% active. S. cerevisiae BB579 growth, OD615, 48 h;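 active = inhibition above a set limit, 3 SD over the mean compound inhibition, cut at about 44% in these data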; note: inactives centre near -24
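controls = amphotericin B 10 µg/mL, positive | assay system = DeaD yeast strain BB579 | schedule = 48 h compound exposure at 30 °C after 4 h preincubation | detection = OD615 turbidity measurement | medium = restrictive CSMM-D medium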
Yeast lifespan up = extends the lifespan of yeast; S. cerevisiae growth with nicotinamide, OD615; deaD strain in restrictive glucose medium; inhibition of the nicotinamide effect, % at 10 µM; 130,000 tested, 0.68% active; AID 775;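 active = inhibition above a set limit, placed 3 SD over the median of all compounds, cut at about 26% in these data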;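 note: 0% = nicotinamide-treated wells and 100% = cells grown without nicotinamide; some compounds called inactive have numbers as strong as hits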
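Measured by: optical density (absorbance) at 615 nm; System: modified budding yeast, DeaD strain; Medium: restrictive CSMM-D dextrose medium; Timing: 4 h preincubation then 48 h treatment at 30 °C.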
Phagocytosis inh = blocks phagocytosis by macrophages | AID 1029 | inhibition, % at 5 µM | 110,000 tested, 0.07% active | J774A.1 macrophage IgG-bead phagocytosis, imaging;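 active = inhibition above the mean of the plate negative controls plus 5 SD, cut at about 13% in these data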;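 note: phagocytic index as fraction of beads internalized from green versus red external bead signal; plate controls were DMSO negative control for no effect and cytochalasin-D positive control for full effect; some results beyond the cut were filed as inactive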
E-sel TNF inh = blocks E-selectin expression induced by TNF alpha; HUVEC TNFa-induced E-selectin immunofluorescence, high content; 120,000 tested, 0.71% active; inhibition, % at 2 µM; AID 1246;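 active = inhibition above the batch mean plus 3 SD, and confirmed as a hit on visual image review, cut at about 43% in these data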;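 note: 0% = TNF-stimulated DMSO wells and 100% = unstimulated control wells; not every result past the cut was called active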
GALR2 antag = blocks the human galanin receptor 2 | GALR2-expressing cells, antagonist mode | inhibition, % at 4 µM | 140,000 tested, 0.39% active | AID 828; in the data active = inhibition above about 27%;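 note: cells stimulated with galanin 1-16 at roughly its EC80; 0% = agonist challenge control and 100% = basal control without agonist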
Target sequence (O43603 whole entry, looked up): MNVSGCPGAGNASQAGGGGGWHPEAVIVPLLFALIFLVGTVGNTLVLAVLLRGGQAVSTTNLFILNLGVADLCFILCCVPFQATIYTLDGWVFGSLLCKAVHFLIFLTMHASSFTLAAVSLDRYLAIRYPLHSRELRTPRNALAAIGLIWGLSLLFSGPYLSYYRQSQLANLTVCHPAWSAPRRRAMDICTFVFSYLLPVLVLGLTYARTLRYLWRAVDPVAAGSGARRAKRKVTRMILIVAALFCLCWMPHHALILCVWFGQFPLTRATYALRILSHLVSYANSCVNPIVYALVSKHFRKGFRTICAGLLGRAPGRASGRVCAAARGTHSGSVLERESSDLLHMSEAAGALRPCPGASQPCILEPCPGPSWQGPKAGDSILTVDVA
Starred values were filed as active, the others as inactive; . = no result given.

# | Compound | MRP1 act | PTEN del growth | Measles CPE | NPY-Y2 antag | bCat KO growth | Yeast growth inh | Yeast lifespan up | Phagocytosis inh | E-sel TNF inh | GALR2 antag
1 | COc1cccc(-c2cc(=O)c3cc(NC(=O)c4ccc(Cl)cc4)ccc3[nH]2)c1 | -3.4 | 76 | 20 | 2 | 75 | -21 | 6 | . | -42 | -3
2 | Cc1nc(N2CCCCC2)c2sc(=S)n(C)c2n1 | 0.8 | 83 | 19 | 5 | 82 | -29 | -5 | 0 | . | 20
3 | O=C(c1cccnc1NCc1ccccc1)N1CCOCC1 | -0.2 | 97 | 8 | 0 | 90 | -62 | -6 | -1 | -13 | -8
4 | O=C(C1CCCN(S(=O)(=O)c2cnc[nH]2)C1)N1CCN(c2ccc(Cl)cc2)CC1 (centres undefined) | 0.2 | 76 | 16 | 0 | 81 | -49 | -6 | 0 | . | -7
5 | COc1cccc(N2CCN(C(=O)C3C4C=CC5(CN(Cc6ccccc6Cl)C(=O)C35)O4)CC2)c1 (centres undefined) | -0.1 | 95 | 8 | 5 | 95 | -99 | 56 | . | -28 | 2
6 | O=C(N/N=C/c1ccccn1)c1ccco1 | -0.4 | 107 | 12 | 4 | 90 | -40 | -4 | . | -45 | 3
7 | Cc1cc(Cl)cc(Cl)c1OCC(=O)NCc1ccco1 | -1.2 | 81 | 22 | 0 | 81 | -3 | -7 | 1 | -1 | -19
8 | Oc1cccc2ccc(/C=C/c3cccs3)nc12 | -2.2 | 3.8* | 11 | 4 | 6 | 59* | -18 | -1 | -4 | 13
9 | CN(C)CCCNc1cn[nH]c(=O)c1Cl | 0.1 | 105 | 0 | -1 | 89 | -54 | 6 | 0 | -4 | -2
10 | O=C(N/N=C/c1ccco1)c1cc(-c2ccccc2)n[nH]1 | -2.8 | 100 | 9 | 0 | 91 | -32 | . | . | 26 | 9
11 | COc1cccc(/C(O)=C2/C(=O)C(=O)N(CCCN3CCOCC3)C2c2ccncc2)c1 (centres undefined) | -3.3 | 100 | 9 | 1 | 104 | -24 | -24 | 0 | -19 | 11
12 | CCc1ccc(-c2nn(-c3ccccc3)cc2CSC(=N)N)cc1 | -4.9 | 1.6* | 9 | 12 | 1.6* | -15 | -3 | -5 | -30 | 6
13 | Cc1nn(Cc2c(Cl)cccc2Cl)c(C)c1NC(=O)c1sc2ccccc2c1Cl | 0.7 | 87 | 4 | 8 | 91 | -32 | -10 | 2 | -9 | -4
14 | CCOc1ccc(N(CC(=O)N2CCCC2)S(=O)(=O)c2c(C)noc2C)cc1 | -1.7 | 88 | 7 | -2 | 93 | 11 | -1 | 0 | -12 | 1
15 | COc1ccc(C(C)=O)cc1CN1CCCCC1 | -0.7 | 89 | 3 | 0 | 82 | -19 | . | . | 6 | 13
16 | O=S1(=O)N=C(N(CCO)/N=C/C=C/c2ccccc2)c2ccccc21 | -0.2 | 88 | 10 | 2 | 87 | -41 | 0 | -2 | . | 1
17 | Cc1nc2c(-c3ccc(F)cc3)c(C)nn2c(N2CCOCC2)c1C | -1.9 | 78 | 5 | -2 | 91 | 0 | -30 | 0 | -9 | 18
18 | O=C(Nc1cn(-c2ccccc2)nc1-c1ccccc1)c1ccccc1 | 1.9 | 80 | 13 | 9 | 82 | -26 | -5 | -3 | 2 | 1
19 | CCCN(Cc1cc2cc(OC)ccc2[nH]c1=O)C(=O)c1ccncc1 | -0.9 | 66 | 5 | 1 | 74 | -9 | -8 | 2 | . | -2
20 | COc1ccc(/C=N/OC/C(O)=C(\C#N)c2nc3ccccc3[nH]2)cc1OC | -2.4 | 83 | 7 | 12 | 73 | -43 | 2 | -7 | . | -20
21 | CC(C)OC(=O)C1C(=O)CC(C)(O)C(C(=O)OC(C)C)C1c1cccnc1 (centres undefined) | -0.3 | 109 | 6 | 12 | 92 | -7 | -4 | . | . | 5
22 | COc1ccc(Cl)cc1NC(=O)COC(=O)c1cc(NS(=O)(=O)c2cccs2)ccc1O | -2.5 | 94 | 6 | 0 | 88 | -49 | 3 | -10 | . | -3
23 | N#CC1=C(N)NC(SCC(=O)c2ccc(Br)cc2)=C(C#N)C12CCCCC2 | -0.8 | 11 | 14 | -3 | 13 | 0 | 1 | 2 | -4 | -1
24 | COc1ccc(C(=O)NNC(=O)CN2CCC(n3nnc4cc(C)ccc43)CC2)cc1 | -1.6 | 92 | 11 | 2 | 86 | -22 | 0 | -5 | -3 | 0
25 | CCOC(=O)C(NC(=O)CCl)(Nc1sc(C)c(CC)c1C#N)C(F)(F)F (centres undefined) | -5.6 | 69 | 16 | 2 | 69 | -26 | 2 | -4 | . | 0

Other compounds follow.
# | Compound | MRP1 act | PTEN del growth | Measles CPE | NPY-Y2 antag | bCat KO growth | Yeast growth inh | Yeast lifespan up | Phagocytosis inh | E-sel TNF inh | GALR2 antag
26 | Cc1c(C(=O)c2ccc(Cl)c([N+](=O)[O-])c2)c2ccccn2c1CCC#N | -3.1 | 63 | 1 | 0 | 72 | -60 | -1 | -11 | . | 4
27 | CCCCNC(=O)Cn1cnc2sc(C(=O)OCC)c(C)c2c1=O | -3.3 | 84 | 5 | 2 | 73 | -22 | -1 | -4 | . | 3
28 | CC(=O)c1c(C(C)=O)c(C)n(-c2nc(-c3ccc(Br)cc3)c(C)s2)c1C | 0.3 | 74 | 17 | 2 | 61 | -76 | -9 | -1 | -2 | -10
29 | COC(=O)c1cc(-c2ccc3c(c2)OCO3)nc2ccccc12 | -3.2 | 87 | 17 | 4 | 87 | -44 | -22 | 0 | -14 | 3
30 | O=C(Oc1ccc(N(Cc2cccs2)C2=NS(=O)(=O)c3ccccc32)cc1)c1ccc(Cl)cc1 | -2.0 | 74 | 25 | 4 | 82 | -39 | -5 | . | 12 | -7
31 | O=C(Nc1ncc(S(=O)(=O)c2ccc([N+](=O)[O-])cc2)s1)c1cccc2ccccc12 | -2.3 | 40 | 10 | -1 | 43 | -21 | 2 | 1 | . | 1
32 | C=CCOC(=O)C1=C(C)NC(SCC(=O)Nc2nccs2)=C(C#N)C1c1cccs1 (centres undefined) | -5.8 | 59 | 15 | 7 | 71 | -32 | 6 | -4 | -9 | -9
33 | COc1cc2c(cc1OC)CN(c1nc(CN3CCOCC3)nc3sc4c(c13)CCC(C)C4)CC2 (centres undefined) | -0.6 | 14 | 24 | 12 | 41 | -33 | -4 | 0 | -12 | -3
34 | O=C(Nc1ccc(N2CCOCC2)cc1)c1ccc(S(=O)(=O)N2CCCCC2)cc1 | 0.9 | 96 | 4 | 2 | 95 | -33 | -3 | 0 | . | -11
35 | CCc1noc(C)c1C(=O)NCCc1ccc(OC)c(OC)c1 | -2.2 | 96 | 7 | 7 | 103 | -27 | -4 | 0 | -22 | 12
36 | Cc1sc2ncnc(Sc3nc4ccccc4s3)c2c1C | -3.6 | 64 | 7 | 5 | 80 | -5 | -7 | -7 | . | 6
37 | N#Cc1cc2c(nc1SCc1cccnc1)CCCCC2 | 1.1 | 84 | 8 | 5 | 82 | -7 | 9 | -1 | -28 | 4
38 | O=C(COc1ccc(Cl)cc1Cl)N1CCCCCC1 | -0.2 | 88 | 3 | 4 | 88 | -17 | -5 | 0 | 13 | 3
39 | O=C1C2C3c4ccccc4C(c4ccccc43)C2C(=O)N1CN1CCOCC1 (centres undefined) | -2.1 | 78 | 5 | -2 | 74 | -62 | -7 | 1 | 34 | -7
40 | COc1ccc(CCNC(=O)c2ccc(CN3CCC(Cc4ccccc4)CC3)cc2)cc1 | -3.0 | 71 | 12 | 0 | 65 | -41 | 4 | -6 | . | -2
41 | OC(c1ccccc1)C1CN(Cc2ccccc2)CCC1(O)c1ccccc1 (centres undefined) | -3.2 | 86 | 16 | 15 | 88 | -5 | 6 | -1 | -9 | -1
42 | O=C1C2C3C=CC(C3)C2C(=O)N1c1ncn[nH]1 (centres undefined) | -0.3 | 96 | 22 | 0 | 75 | -14 | 10 | -4 | -11 | 11
43 | CN(CC(=O)NCCc1ccccc1)S(=O)(=O)c1ccc(Br)cc1 | -2.0 | 88 | 7 | 3 | 86 | 1 | -10 | 0 | -4 | -3
44 | CC(=O)NS(=O)(=O)c1ccc(NC(=O)CCC2CCCC2)cc1 | -1.1 | 95 | 5 | 2 | 92 | 15 | -5 | 1 | 22 | -4
45 | Cc1cc(C(=O)CSc2nc3ccccc3c(=O)n2C)c(C)n1Cc1ccc2c(c1)OCO2 | -0.8 | 15 | 6 | 4 | 7 | -65 | -8 | 1 | 6 | -17
46 | Cc1ccc(CCNC(=O)CN2C(=O)COc3ccccc32)cc1 | -0.1 | 99 | 16 | 6 | 94 | -52 | 1 | -3 | -45 | 11
47 | N/C(Cc1ccc(Cl)cc1Cl)=N\OC(=O)c1cccs1 | -0.5 | 107 | 26 | 4 | 109 | 100* | -19 | -1 | . | 1
48 | CC(C)c1nnc(NC(=O)c2cccs2)s1 | 0.1 | 107 | 4 | 0 | 100 | -28 | -10 | -1 | . | -8
49 | Cn1cnnc1SCC(=O)Nc1ccc(S(=O)(=O)N2CCCC2)cc1 | -1.2 | 116 | 4 | 2 | 94 | -59 | -1 | 1 | 39 | 3
50 | CCOC(=O)/C(C#N)=C\c1c(C)cc(C)c(COC(C)=O)c1C | -2.6 | 106 | 4 | -2 | 103 | -32 | . | . | -4 | 6
51 | Cc1ccc(OCC(=O)Nc2cccc(-c3nnc(-c4ccccc4)o3)c2)cc1 | -2.7 | 87 | 14 | 14 | 95 | -28 | -5 | . | -30 | 9
52 | Cc1noc(C)c1COC(=O)C1COc2ccccc2O1 (centres undefined) | -1.2 | 102 | 10 | 1 | 95 | -12 | -5 | 0 | 4 | 3
53 | O=c1oc(/C=C/c2ccccc2)nc2sc3c(c12)CCC3 | -1.1 | 89 | 15 | 6 | 86 | 3 | -9 | 0 | 10 | -17

A draw from above in order of count of non-hydrogen atoms, low to high.
# | Compound | MRP1 act | PTEN del growth | Measles CPE | NPY-Y2 antag | bCat KO growth | Yeast growth inh | Yeast lifespan up | Phagocytosis inh | E-sel TNF inh | GALR2 antag
53 | O=c1oc(/C=C/c2ccccc2)nc2sc3c(c12)CCC3 | -1.1 | 89 | 15 | 6 | 86 | 3 | -9 | 0 | 10 | -17
44 | CC(=O)NS(=O)(=O)c1ccc(NC(=O)CCC2CCCC2)cc1 | -1.1 | 95 | 5 | 2 | 92 | 15 | -5 | 1 | 22 | -4
46 | Cc1ccc(CCNC(=O)CN2C(=O)COc3ccccc32)cc1 | -0.1 | 99 | 16 | 6 | 94 | -52 | 1 | -3 | -45 | 11
26 | Cc1c(C(=O)c2ccc(Cl)c([N+](=O)[O-])c2)c2ccccn2c1CCC#N | -3.1 | 63 | 1 | 0 | 72 | -60 | -1 | -11 | . | 4
41 | OC(c1ccccc1)C1CN(Cc2ccccc2)CCC1(O)c1ccccc1 (centres undefined) | -3.2 | 86 | 16 | 15 | 88 | -5 | 6 | -1 | -9 | -1
31 | O=C(Nc1ncc(S(=O)(=O)c2ccc([N+](=O)[O-])cc2)s1)c1cccc2ccccc12 | -2.3 | 40 | 10 | -1 | 43 | -21 | 2 | 1 | . | 1
30 | O=C(Oc1ccc(N(Cc2cccs2)C2=NS(=O)(=O)c3ccccc32)cc1)c1ccc(Cl)cc1 | -2.0 | 74 | 25 | 4 | 82 | -39 | -5 | . | 12 | -7

Bioassay records: PubChem BioAssay, several laboratories
